Source: PubChem
Pol kappa inh: blocks human DNA polymerase kappa activity. purified Pol kappa, fluorescent DNA synthesis assay, 10 min. 0.53% of 400,000 active. AID 588579. Potency, µM (series often up to 107 µM), without a hit: at the highest dose activity, negative = inhibition, actives largely listed as inhibitors; also: potency is read from the fitted curve at half-maximal effect; % is scaled to controls: 0 for no effect and ±100 for the full control effect
Target sequence (Q9UBT6 whole entry, looked up): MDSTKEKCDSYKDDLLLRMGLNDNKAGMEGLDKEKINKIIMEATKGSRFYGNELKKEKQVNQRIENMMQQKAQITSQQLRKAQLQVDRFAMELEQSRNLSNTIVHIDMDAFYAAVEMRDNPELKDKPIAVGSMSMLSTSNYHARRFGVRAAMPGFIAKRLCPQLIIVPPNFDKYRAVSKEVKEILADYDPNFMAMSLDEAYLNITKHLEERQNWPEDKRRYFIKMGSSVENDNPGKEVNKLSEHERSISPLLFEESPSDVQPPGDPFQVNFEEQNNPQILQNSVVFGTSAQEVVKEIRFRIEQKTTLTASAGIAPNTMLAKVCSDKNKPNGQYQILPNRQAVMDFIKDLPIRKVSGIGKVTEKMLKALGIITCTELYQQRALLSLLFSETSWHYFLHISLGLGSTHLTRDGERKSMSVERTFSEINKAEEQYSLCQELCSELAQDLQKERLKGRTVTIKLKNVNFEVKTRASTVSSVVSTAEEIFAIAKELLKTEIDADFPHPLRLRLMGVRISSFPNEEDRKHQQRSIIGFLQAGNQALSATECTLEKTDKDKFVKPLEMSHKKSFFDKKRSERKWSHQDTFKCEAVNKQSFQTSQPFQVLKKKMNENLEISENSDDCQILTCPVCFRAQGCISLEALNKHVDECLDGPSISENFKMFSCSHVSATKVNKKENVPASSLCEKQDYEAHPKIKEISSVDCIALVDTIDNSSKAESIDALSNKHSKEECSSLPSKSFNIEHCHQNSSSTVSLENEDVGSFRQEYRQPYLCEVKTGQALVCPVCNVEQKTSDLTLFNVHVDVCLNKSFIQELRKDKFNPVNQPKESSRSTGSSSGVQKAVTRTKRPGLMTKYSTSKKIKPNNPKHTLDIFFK
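Kinetic fluorescence readout at 0 and 10 min followed reaction start with substrate at 50 nM final. Beforehand, enzyme (10 nM Pol kappa) stood 15 min with compound at room temperature; buffer-only wells were negative controls.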
BLM inh: blocks DNA unwinding by human BLM helicase. AID 2528. 0.2% of 350,000 active. recombinant BLM DNA unwinding, fluorescence dequenching. Potency, µM (series often up to 56.1 µM), inactives show top-dose activity change, negative = inhibition, actives largely listed as inhibitors;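 also: potency is read from the fitted curve at half-maximal effect; plate controls were vehicle for no effect and no enzyme for full effect; nearly all actives have a fitted effect of over 35% in size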
POLI inh: DNA polymerase iota (human) inhibition; Pol iota fluorescent replication assay, 10 min; AID 588590; Q9UNA4; Potency, µM (series often up to 115 µM), for inactives: at the top dose activity, negative = inhibition, usual class: inhibitors; 1% of 390,000 active; also: potency is read from the fitted curve at half-maximal effect
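Pol iota at 10 nM preincubated 15 min with compounds at room temperature; reaction started with fluorescent substrate, 50 nM final. Fluorescence read kinetically at 0 and 10 min; buffer-only wells as negative control.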
Apoferritin bind: binds horse apoferritin like a general anesthetic. AID 485281. Potency, µM (doses to about 77.5 µM), for inactives: at the top dose activity change, negative = displacement, actives largely listed as inhibitors. apoferritin/1-aminoanthracene competitive binding, fluorescence. 0.074% of 350,000 active. P02791; also: potency is read from the fitted curve at half-maximal effect; % is scaled to controls: 0 for no effect and ±100 for the full control effect; nearly all actives have a fitted effect of over 20% in size
Target sequence (P02791 2-175 limits assumed): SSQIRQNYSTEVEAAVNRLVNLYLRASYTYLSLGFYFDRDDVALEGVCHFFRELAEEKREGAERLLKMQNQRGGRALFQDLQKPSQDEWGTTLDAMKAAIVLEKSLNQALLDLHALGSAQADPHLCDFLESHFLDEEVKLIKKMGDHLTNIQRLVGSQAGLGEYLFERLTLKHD
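Horse-spleen apoferritin (10 uM) in 50% saturated 1-aminoanthracene in PBS was incubated 10 min at room temperature with compound. Fluorescence (ex 380, em 535 nm) was normalized to free and bound 1-AMA, with concentration-response fitted by a four-parameter Hill equation.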
POLB inh: inhibitors of human DNA polymerase beta; Potency, µM (titrated, usually from 114 µM), for inactives: at the highest dose activity change, negative = inhibition, actives largely listed as inhibitors; 1.3% of 340,000 active; Pol beta primer extension/strand displacement, fluorescence kinetic; P06746; also: potency is read from the fitted curve at half-maximal effect; % is scaled to controls: 0 for no effect and ±100 for the full control effect
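Enzyme-only controls used 10 nM Pol beta; buffer lacking enzyme served as negative control. Compound preincubated 15 min, then 50 nM substrate added; 0 and 10 min reads at room temperature.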
APEX1 inh: APE1 (human) endonuclease inhibition; 0.35% of 350,000 active; Potency, µM (doses to about 65.8 µM), inactives show at the highest dose activity change, negative = inhibition, actives largely listed as inhibitors; recombinant APE1, TAMRA/BHQ-2 abasic DNA cleavage fluorescence; P27695;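 also: potency is read from the fitted curve at half-maximal effect; plate controls were vehicle for no effect and reference inhibitor for full effect; nearly all actives have a fitted effect of over 55% in size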
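Endonuclease cleavage of a quenched abasic-site DNA duplex (50 nM) by APE1 (0.75 nM) was tracked by TAMRA dequenching. Compounds were preincubated with enzyme 15 min at room temperature; data normalized to buffer-only and DMSO wells plus NSC13755 control.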
POLH inh: blocks human DNA polymerase eta activity. Q9Y253. recombinant Pol eta, fluorescent DNA replication assay. Potency, µM (highest dose often 114 µM), for inactives: top-dose activity change, negative = inhibition, usual class: inhibitors. 1.2% of 390,000 active. AID 588591; also: potency is read from the fitted curve at half-maximal effect; % is scaled to controls: 0 for no effect and ±100 for the full control effect
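Pol eta (10 nM) was preincubated with compounds for 15 min at room temperature, after which fluorescent replication substrate (50 nM final) was added to start the reaction. Fluorescence was read kinetically at 0 and 10 min.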
Tb PGK inh: T. brucei PGK inhibition. PGK/GAPDH coupled, Kinase-Glo luminescence, 60 min. Potency, µM (series often up to 57.5 µM), inactives show at the top dose activity change, negative = inhibition, usual class: inhibitors. 0.043% of 380,000 active. AID 602233; also: potency is read from the fitted curve at half-maximal effect; % is scaled to controls: 0 for no effect and ±100 for the full control effect; nearly all actives have a fitted effect of over 60% in size
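Recombinant glycosomal PGK reaction used 1,3-bisphosphoglycerate generated in-well by GAPDH (100nM final) in 100mM TEA pH 7.6, 5mM MgCl2, 0.01% Tween-20. After 60 minutes at room temperature, ATP was read by Kinase-Glo Plus luminescence end-point.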
RXFP1 antag: blocks the human relaxin receptor RXFP1 | HEK293-RXFP1, relaxin-stimulated cAMP HTRF, 30 min; hits give low values | AID 1259400 | Q9HBX9 | activity change, negative = inhibition, % at 57.5 µM | 0.59% of 350,000 active;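 active = activity change of -60% or lower, but not beyond a set lower limit; inconclusive = change between -60% and -40%, or beyond the set limit; inactive = change above -40%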; also: % is scaled to controls: 0 for no effect and ±100 for the full control effect
The depositor's hits bear a star; i = inactive; ? = inconclusive; nt = no result given; & = joins results of further samples; [ ] = dose if it differs, or a comment. Unless noted, calls follow the shape of the dose curve; as a rule, active = well fitted curve in the direction sought with a large enough effect; inconclusive = small, poorly fitted or top-dose-only effect, or another doubt; inactive = no such curve, though single readings can be large; an effect the other way counts as inactive or inconclusive. Only part of the results is shown. The share of hits here may be higher or lower than overall.

SMILES	Pol kappa inh	BLM inh	POLI inh	Apoferritin bind	POLB inh	APEX1 inh	POLH inh	Tb PGK inh	RXFP1 antag
CCOC(=O)c1c(NC(=S)Nc2ccc(Cl)cc2)sc(C)c1C	-12%	-2%	13%	-10%	13%	0%	4%	-1%	-1
COC(=O)CN1C(=O)C(C)(C)c2cc(S(=O)(=O)NCc3ccc(Cl)cc3)ccc21	-12%[60.1 µM]	-3%	17%	-20%	2%	nt	-17%	6%	2
CCCc1ccc2oc(C(=O)NCCc3cnn(C)c3)c(C)c2c1	-12%	-5%	10%	-20%	81%	6%	-17%	6%	?
Cc1ccccc1-c1nc(CS(=O)(=O)CC(=O)NCCCc2ccccc2)c(C)o1	-11%	-4%	-5%	2%	-4%	nt	-10%	-7%	nt
Cc1ccc(-c2cc(C(F)(F)F)nc(SCC(=O)c3cccc([N+](=O)[O-])c3)n2)cc1	-11%	-3%	-6%	-6%	-1%	?	2%	-8%[11.5 µM]	6
COc1cc(-c2nc3ccccn3c2/N=C/c2ccc(F)cc2)ccc1O	3%	-1%	46%[activator]	111%[activator]	?	-1%	-24%	3%	20
Cc1ccccc1Nc1ncnc2c1cnn2C	-10%	-9%&0%	25%&20%	-18%&-7%	22%&-1%	21%	-1%&-20%	-8%&-3%	14&-10
Cc1cc(S(=O)(=O)NCC(C)C)ccc1OCC(=O)NCc1ccccn1	6%	-6%	19%	-10%	6%	13%	-1%	-4%	-6
CCOc1cc(C(=O)NC(C)Cc2cccs2)cc(OCC)c1OCC (stereo not given)	7%	2%	13%	-4%	8%	-1%	-13%	i	-2
C=C(C)C1CC=C(C)/C(=N/NC(=O)COc2ccccc2C)C1 (stereo not given)	-5%	2%	0%	-4%	30%	-4%	-12%	2%	-14
COc1ccc(Cl)cc1S(=O)(=O)N1CCN(C(=O)c2n[nH]c(=O)c3ccccc23)CC1	-6%	nt	13%	nt	nt	-9%	-4%	0%	-12
C#CCOn1c(-n2nc(C)cc2C)nc2ccccc2c1=O	-24%	-6%	?	11%	-3%	0%	-8%	-2%	-21
O=C(NCCc1ccc(F)cc1)c1ccncc1	1%	0%	-5%	8%	31%	-3%	-12%	-9%	7
O=C(COc1ccccc1)N1CCN(C(=O)c2ccco2)CC1	-6%	0%	-20%	?	?	-1%	-9%	-8%[11.5 µM]	4
COc1cc(C)cc(CN2CCC(Cc3ccccc3)CC2)c1O	-5%	0%	46%[activator]	-9%	20%	36%	-10%	-9%	-10
Cc1ccc(S(=O)(=O)NCCC(c2ccccc2)c2ccccc2)cc1C(=O)O	-5%	2%	21%	-7%	-28%	-7%	-2%	-14%	-9
COc1ccccc1-c1cc(C(=O)N2CCOCC2)no1	1%	1%	49%[activator]	-9%	2%	25%[12.4 µM]	-14%	-11%	8
Cc1[nH]n(C(N)=S)c(=O)c1N=Nc1ccc([N+](=O)[O-])cc1Cl	-14%	-3%	40µM*	0%	29%	-27%	-24%	?	3
COc1ccccc1/C=C/C(=O)OCCN1C(=O)c2ccccc2C1=O	7%	-10%	-19%	-7%	-1%	23%	-11%	i	-6
Cc1noc(C)c1S(=O)(=O)NC1CCCc2ccccc21 (stereo not given)	11%	-3%	-12%	-15%	35%	10%	-7%	3%	-5
Cc1ccc(NC(=O)CC(O)(C(F)(F)F)C(F)(F)F)cc1	-18%	-17%	10%	?	11%	0%	-11%	5%	-7
COc1ccc(NC(=O)CN2CCN(CC(=O)Nc3ccccc3Cl)CC2)cc1Cl	-16%	-7%	3%	1%	2%	-5%	-9%	-4%	-4
CC(CCc1ccccc1)NC(=O)c1cnc(Cl)c(Cl)c1 (stereo not given)	0%	-4%	30%	-12%	24%	34%	-20%	i	-21
c1ccc(-c2cnc(CSc3ncnc4sccc34)o2)cc1	3%	-11%	?	-18%	2%	5%	-14%	7%	-8
CSc1ccccc1N=Cc1nc(-c2ccccc2)oc1O	1%	-8%	?	?	1%	-4%	-18%	i	-33

Other structures.
SMILES	Pol kappa inh	BLM inh	POLI inh	Apoferritin bind	POLB inh	APEX1 inh	POLH inh	Tb PGK inh	RXFP1 antag
O=C(NCc1ccccn1)c1cc(Br)ccc1Cl	-9%	0%	?	-3%	9%	-2%	5%	5%	8
COc1cc(-c2cc(=O)c3c(O)cc(O)cc3o2)ccc1O	-7%[60.1 µM]	2%&3%	12%	2%&0%	?	-6%&-6%	-27%	-9%	nt
COc1ccc(C2CC(c3ccccc3)=NN2C(=O)COC(=O)c2cccc(S(=O)(=O)N3CCOCC3)c2)cc1 (stereo not given)	-11%	-2%	3%	-2%	22%	1%	-13%	5%	-6
Cc1ccc(C)c(NC(=O)CCc2nc3cccnc3n2Cc2cccs2)c1	-10%	-2%	6%	-5%	1%	nt	10%	-10%	-2
C=CCNC(=S)NC(=O)c1csc([N+](=O)[O-])c1	1%	-10%	93%[activator]	-5%	29%	-6%	-22%	0%	13
Cc1c(C)c2ccc(OCC(=O)NCCc3c[nH]c4ccccc34)c(C)c2oc1=O	22%	-1%	22%	-17%	-2%	4%	-10%	-2%	nt
Cc1cc(C2C(=O)c3ccccc3C2=O)c(C)c(C)c1C	7%	-4%	35%[activator]	-23%	23%	-12%	-10%	i	-9
Cc1cc2nc(SCC(=O)Nc3nonc3C)c3c(c2cc1C)CCCC3	3%	-7%	63%[activator]	-15%	-2%	-1%	-12%	-14%	-3
Cc1ccc(CNc2cc(C(=O)O)ccc2Cl)s1	-1%	-3%	19%	-4%	9%	31%	-10%	i	-4
N#CC1C(=N)Cc2ccccc2-c2ccccc21 (stereo not given)	-1%	nt	13%	nt	nt	nt	-27%	0%	-8
CCOC(=O)c1ccc(NC(=O)CC2Nc3cc(C)c(C)cc3NC2=O)cc1 (stereo not given)	-4%	-4%	18%	-8%	?	nt	0%	-2%	-3
CCOC(=O)/C(C#N)=C(/C)c1ccc(OC)cc1	-4%	0%	16%	-5%	-12%	-3%	-3%	18%	-1
O=C(CN1CCN(Cc2ccccc2F)CC1)Nc1ccccc1Cl	12%	-8%	47%[activator]	3%	4%	6%	-16%	0%	-6
O=[N+]([O-])c1ccc(C(=S)N2CCCC2)cc1	12%	-13%	32%[activator]	-9%	-14%	15%	-17%	-3%	2
CCCCCCCCCCCCCCCCCCCCCCCCCCCCCC	-13%[12 µM]	-6%	nt	35%[activator]	nt	-2%	nt	nt	nt
OCCNc1nc2ccccc2n1CCN1CCCCC1	-6%	-10%	-1%	5%	1%	0%	-19%	-7%	5
O=[N+]([O-])c1ccc(C2=NN(c3ccccc3)C(c3ccco3)C2)cc1 (stereo not given)	-3%	-6%	80%[activator]	-11%	?	-12%	-11%	-2%	-14
O=C(NCCc1ccccc1)N1c2ccccc2Sc2ccccc21	-22%	-10%	8%	132%[activator]	6%	-3%	-8%	5%	-13
Nc1ncnc2nc(-c3ccc(N4CCOCC4)nc3)cc(-c3cccc(Br)c3)c12	-6%[60.1 µM]	?	nt	108%[activator]	nt	?	nt	nt	nt
COC(/C=C/Nc1ccc(C)c(C)c1)=C(C#N)C#N	-5%	2%	54%[activator]	-9%	42%	-2%	-1%	nt	-4
Cc1nc2nncn2c(Nc2ccccc2)c1C	-9%	2%	4%	-3%	3%	nt	1%	2%	nt
COc1ccc(Cl)cc1NC(=O)CCNC(=O)OCc1ccccc1	0%	4%	50%[activator]	-2%	2%	7%	-19%	5%	-3
COc1ccc(NC(=O)c2cccnn2)cc1	24%	-3%	16%	2%	21%	3%	-16%	-6%	0
CCOC(=O)C1C(=O)CC(C)(O)C(C(=O)OCC)C1c1ccc(OCC)cc1 (stereo not given)	-1%	-2%	1%	0%	-8%	-7%	-2%	-4%	13
CCOC(=O)C(NC(=O)NCc1ccc(F)cc1)(OCC)C(F)(F)F (stereo not given)	-17%	-3%	4%	3%	8%	-9%	-7%	9%	-3

Following part:
SMILES	Pol kappa inh	BLM inh	POLI inh	Apoferritin bind	POLB inh	APEX1 inh	POLH inh	Tb PGK inh	RXFP1 antag
NC(=O)Cn1nnc(-c2ccc(C(F)(F)F)cc2)n1	-10%	-3%	23%	0%	1%	3%	-19%	-4%	27
NNC(=O)CNC(c1ccccc1)c1cc(Br)ccc1NC(=O)c1ccccc1Br (stereo not given)	-4%	-5%	-2%	-20%	8%	-3%	-14%	0%	-8
Cc1ccc(-c2cc(C(F)F)nc(NCC3CCCO3)n2)cc1 (stereo not given)	1%	3%	-8%	-15%	9%	-1%	-15%	i	-31
CC(=O)Nc1ccc(NC(=O)C(C)OC(=O)C2CCN(S(=O)(=O)c3ccccc3C(F)(F)F)CC2)cc1 (stereo not given)	-10%	nt	-6%	nt	nt	-3%	-9%	-9%	-16
CCN1CCN(S(=O)(=O)c2ccc(Br)s2)CC1	0%	0%	6%	5%	12%	1%	-2%	-6%	0
CC1(C(=O)NCCOc2ccccc2Cl)CC1(Cl)Cl (stereo not given)	8%	-1%	-8%	?	1%	-20%	-14%	i	0
COc1ccc2nc(-c3ccc(N)cc3)[nH]c2c1	-20%	-6%	?	12%	?	18%	-23%	-10%	-5
Cc1ccc(N2C(=O)CC(Cc3cccc(C)c3)C2=O)cc1 (stereo not given)	4%	-3%	15%	-19%	?	1%	-10%	i	3
OCC[C@H]1C[C@H](O)[C@@H](O)[C@@]2(Cc3ccccc3O2)O1	-1%	nt	28%	nt	nt	10%	1%	-1%	nt

Given with two lines to a compound: entries from further up
Each structure is followed by: Pol kappa inh, BLM inh, POLI inh, Apoferritin bind, POLB inh, APEX1 inh, POLH inh, Tb PGK inh, RXFP1 antag
Cc1ccc(-c2cc(C(F)F)nc(NCC3CCCO3)n2)cc1 (stereo not given)
→ 1%, 3%, -8%, -15%, 9%, -1%, -15%, i, -31
CC(=O)Nc1ccc(NC(=O)C(C)OC(=O)C2CCN(S(=O)(=O)c3ccccc3C(F)(F)F)CC2)cc1 (stereo not given)
→ -10%, nt, -6%, nt, nt, -3%, -9%, -9%, -16
